HCV inh: blocks hepatitis C virus. Huh7.5.1 HCVcc-Cre infection, luciferase reporter, 44 h. Potency, µM (highest dose often 41.8 µM), inactives show at the highest dose activity change, negative = inhibition, hits mostly inhibitors. actives 3.4% (n = 340,000)
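After 44 h co-culture of compound, cells and HCVcc-Cre (~0.5 moi), substrate is added for 15 min at room temperature and luciferase measured over 15 sec. Cells were seeded at 1,000/well and pre-cultured 4 h.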
LmPK inhibitor: inhibitors of Leishmania mexicana pyruvate kinase; purified LmPK, Kinase-Glo ATP luminescence, 1 h; Potency, µM (highest dose often 57.5 µM), without a hit: at the top dose activity change, negative = inhibition, actives largely listed as inhibitors; actives 0.37% (n = 290,000); AID 1721
Target sequence (Q27686 whole entry, looked up): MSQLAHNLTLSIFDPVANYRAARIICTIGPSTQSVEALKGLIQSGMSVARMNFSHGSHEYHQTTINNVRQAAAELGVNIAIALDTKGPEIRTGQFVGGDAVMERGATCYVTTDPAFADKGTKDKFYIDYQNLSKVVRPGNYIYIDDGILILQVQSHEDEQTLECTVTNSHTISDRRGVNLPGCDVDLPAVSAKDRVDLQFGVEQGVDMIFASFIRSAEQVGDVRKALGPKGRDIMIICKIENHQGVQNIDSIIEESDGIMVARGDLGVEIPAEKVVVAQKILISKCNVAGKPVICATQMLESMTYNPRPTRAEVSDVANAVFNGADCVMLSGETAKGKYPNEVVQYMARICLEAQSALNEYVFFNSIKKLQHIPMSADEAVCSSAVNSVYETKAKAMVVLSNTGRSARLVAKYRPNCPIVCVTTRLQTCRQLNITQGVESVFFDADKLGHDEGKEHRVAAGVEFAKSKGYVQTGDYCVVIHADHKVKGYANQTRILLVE
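Purified LmPK (0.1 nM) converted ADP (0.1 mM) to ATP with PEP (0.5 mM) in imidazole buffer pH 7.2 with KCl and MgCl2, 1 h at room temperature. ATP was read by Kinase-Glo luminescence; data normalized to uninhibited and no-enzyme controls.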
Pf growth 48h: inhibits P. falciparum growth in the first generation, 48 h; P. falciparum luciferase growth in erythrocytes, 48 h; Potency, µM (series often up to 28.7 µM), for the others: at the top dose activity change, negative = inhibition, actives largely listed as inhibitors; actives 5.9% (n = 310,000); AID 504832
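Luminescence readout; reporter = integrated firefly luciferase in P. falciparum. RBC culture at 2% hematocrit, 0.1% parasitemia final, 37 C/5% CO2; decreased signal taken as growth inhibition.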
Sm TGR inh: inhibitors of Schistosoma mansoni thioredoxin glutathione reductase; Q962Y6; purified TGR, DTNB reduction, TNB absorbance 405 nm; Potency, µM (series often up to 114 µM), inactives show top-dose activity change, negative = inhibition, most hits filed as inhibitors; actives 3% (n = 360,000); further: nearly all actives have a fitted effect of over 60% in size
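First, TGR (20 nM dispensed) and NADPH were mixed with compound. Second, a 15 min room-temperature incubation followed. Third, further NADPH and then DTNB were added to start the reaction. Finally, TNB absorbance was monitored kinetically.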
TbPYK inhibitor: inhibitors of Trypanosoma brucei pyruvate kinase. Q57TT1. TbPYK enzyme, Kinase-Glo Plus ATP luminescence, 45 min. Potency, µM (doses to about 76.8 µM), without a hit: at the top dose activity, negative = inhibition, actives largely listed as inhibitors. actives 0.12% (n = 410,000); further: nearly all actives have a fitted effect of over 50% in size
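Luminescent Kinase-Glo Plus end-point after 45 min room-temperature reaction of T. brucei pyruvate kinase started with 130 uM ADP (final). Buffer TEA 50 mM pH 7.2 with KCl, MgCl2, BSA, Tween-20; titration-based qHTS with fitted concentration-effect curves.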
Pf growth 96h: P. falciparum growth inhibition at 96 hours | P. falciparum luciferase reporter growth, 96 h | actives 6.9% (n = 320,000) | Potency, µM (top dose mostly 28.7 µM), inactives show top-dose activity change, negative = inhibition, usual class: inhibitors
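Readout is luminescence from an integrated firefly luciferase in P. falciparum. Red cells, 2% hematocrit and 0.05% parasitemia final, were cultured with compound through two parasite generations (96 hours) at 37 C, 5% CO2.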
* hit, by the source's call; ? = inconclusive; / = no result given; & = joins results of further samples; [ ] = another dose, or the depositor's remark. The call rests on the fitted dose curve; in most records, active means well fitted curve in the direction sought with a large enough effect; inconclusive means small, poorly fitted or top-dose-only effect, or another doubt; inactive means no such curve, though single readings can be large; an effect the other way counts as inactive or inconclusive. On the % scale 0 is the no-effect control and ±100 the full control effect; potency means the concentration at half of the fitted maximal effect.

Order of values – TbPYK inhibitor | LmPK inhibitor | Sm TGR inh | HCV inh | Pf growth 96h | Pf growth 48h
CSCCC(NC(=O)c1ccccc1Cl)C(=O)NNC(=O)c1ccncc1 (stereo not given)
  1.2% | / | -0.9% | 14.1% | 7.2% | 8.3%
Cc1ccc(N=C2CCCN2Cc2ccccc2)c(C#N)c1
  -3.0% | 0.1% | -0.8% | ? | ? | 8.8%
O=C(CCNS(=O)(=O)c1cccc2nonc12)NC1CCCCC1
  -3.4% | 3.4% | -9.6% | 5.0% | ? | 7.1%
OCCNc1ncnc2c1c(-c1ccccc1)c(-c1ccccc1)n2Cc1ccco1
  -4.6% | 2.3% | ? | ? | -15.3% | /
O=C(NCc1ccccc1)C1CC2CCCC(C1)C2=O (stereo not given)
  -18.1% | -1.0% | -3.6% | -2.1% | 3.3% | 3.9%
COc1ccc(-c2cc(C(=O)N3CCN(c4ccc(F)cc4)CC3)no2)cc1
  4.8% | 6.1% | 7.9% | 22.4µM* | 116.0%[activator] | 1.1%
Cc1nc(-c2cc(C#N)c(Sc3cccc(C(F)(F)F)c3)nc2C)cs1
  4.7% | -9.0% | 15.7% | ? | ? | 0.0%
COc1ccc(NC(=S)NCCC2=CCCCC2)cc1OC
  -1.1% | 0.3% | -12.9% | 9.3% | 17.0% | -23.3%
COc1ccccc1NC(=O)Nc1nc(CC(=O)Nc2ccc(N(C)C)cc2)cs1
  -8.9% | / | 1.7% | ? | ? | 49.6%[activator]
COCCNC(=O)C(=O)NCC1OCCCN1S(=O)(=O)c1cccs1 (stereo not given)
  -2.5% | 0.9% | -9.3% | 12.8% | 39.4%[activator] | 13.7%
CC(OC(=O)C1=COCCO1)C(=O)Nc1cccc(S(=O)(=O)N2CCOCC2)c1 (stereo not given)
  0.1% | 1.8% | -3.5% | -2.6% | 8.1% | -2.0%
CCn1c(C)nc2cc(C(=O)NNC(=S)Nc3ccc(OC)cc3)ccc21
  -10.1% | 2.0% | -7.0% | 2.0% | ? | ?
CSc1ccc(-c2sc(Nc3ccccc3)n[n+]2-c2ccc(F)cc2)cc1
  -23.4% | 4.6% | -18.6% | -27.4% | 35.5%[activator] | ?
CCOc1ccc(NC(=O)N(C2CCCCC2)C(C)c2cccnc2)cc1 (stereo not given)
  1.5% | 8.6% | 31.2% | 0.7% | -17.9% | /
CCOc1cccc(NC(=O)CC#N)c1
  15.8% | 1.6% | -3.5% | -3.0% | / | 1.1%
O=C(Nc1ccc2ccccc2c1)c1cccnc1
  3.5% | -0.6% | 5.6% | ? | ? | 45.9%[activator]
O=C1CSC2=NCN(c3ccc4c(c3)OCO4)CN12
  -15.5% | -1.8% | ? | 10.9% | / | 28.4%
CSCCC(NC(=O)c1ccccc1Br)C(=O)N1CCCC(C(F)(F)F)C1 (stereo not given)
  -7.8% | -6.3% | -13.9% | 35.0%[activator] | 4.4% | -7.5%
CCCCCCCCCCCCCCCCOP(=O)([O-])OCC[N+](C)(C)C
  2.8% | / | / | / | 7.57µM* | ?
O=c1oc2cc(Oc3c([N+](=O)[O-])cc(C(F)(F)F)cc3[N+](=O)[O-])ccc2c2c1CCCC2
  -3.7% | 2.9% | -33.0% | 3.16µM* | ? | 70.8%[activator]

A different layout for three compounds above.
SMILES: CCOc1ccc(NC(=O)N(C2CCCCC2)C(C)c2cccnc2)cc1 (stereo not given)
  TbPYK inhibitor: 1.5%; LmPK inhibitor: 8.6%; Sm TGR inh: 31.2%; HCV inh: 0.7%; Pf growth 96h: -17.9%; Pf growth 48h: /
SMILES: CCn1c(C)nc2cc(C(=O)NNC(=S)Nc3ccc(OC)cc3)ccc21
  TbPYK inhibitor: -10.1%; LmPK inhibitor: 2.0%; Sm TGR inh: -7.0%; HCV inh: 2.0%; Pf growth 96h: ?; Pf growth 48h: ?
SMILES: O=C(Nc1ccc2ccccc2c1)c1cccnc1
  TbPYK inhibitor: 3.5%; LmPK inhibitor: -0.6%; Sm TGR inh: 5.6%; HCV inh: ?; Pf growth 96h: ?; Pf growth 48h: 45.9%[activator]

The listing continues:
Order of values – TbPYK inhibitor | LmPK inhibitor | Sm TGR inh | HCV inh | Pf growth 96h | Pf growth 48h
Cc1cc(=O)oc2c1ccc1ccccc12
  4.6% | 1.7% | -16.0% | ? | 5.3% | -0.4%
COc1cc(/C=N/NC(=O)c2cc3ccccc3cc2O)ccc1OCCN1CCCCC1
  -17.4% | 1.7% | -12.6% | ? | ? | ?
CC(=O)c1cccc(CN2CCN(C3CCCCC3)C(CCO)C2)c1 (stereo not given)
  8.8% | -6.3% | -7.3% | -4.5% | 2.2% | -1.7%
c1ccc(-c2cn3c(n2)CCc2ccc4cccnc4c2-3)cc1
  -1.3% | 0.6% | ? | ? | ? | 10.4µM*
CCCCn1c(=O)c(C(=O)NCc2ccccc2)c(O)c2ccccc21
  1.0% | 2.8% | 4.4% | ? | -18.0% | -2.0%
CSc1nsc(SCC(=O)Nc2nc3ccccc3s2)n1
  -2.4% | 0.8% | -7.3% | -10.0% | 23.6% | 4.7%
Cc1cc(C)c(NC(=O)CN2CCN(c3ccccn3)CC2)c(C)c1
  -1.5% | 0.3% | -13.4% | 6.3% | 3.0% | -4.9%
O=C1Nc2ccccc2/C1=N/N=C/c1cccc(O)c1
  -3.1% | -0.4% | 3.0% | -11.3% | 23.7% | 2.3%
Nn1c(SCc2nc3ccccn3c2Br)nnc1-c1cccnc1
  -6.3% | -3.7% | -13.2% | 3.1% | 187.2%[activator] | 13.2%
CC(=O)NCCNC(=O)CNC(=O)c1ccc(Cl)cc1
  -9.9% | -1.5% | -0.7% | 9.2% | / | 15.4%
N=C1C(c2nc3ccccc3s2)=C(O)CN1NC(=O)c1c[nH]c2ccccc12
  -2.7% | 0.7% | / | 17.7% | 16.8% | 1.0%
COc1ccc(O)c(/C=N/n2c(-c3ccco3)csc2=Nc2cccnc2)c1
  -1.4% | 2.2% | -15.8% | -1.2% | -18.9% | -11.7%
CC(=O)Nc1ccc(C(=O)OCc2ccccc2Br)cc1
  -6.2% | -0.4% | -12.6% | -0.7% | 30.7%[5.75 µM] | 3.1%
Cc1noc(NC(=O)c2ccc(Cl)c(Cl)c2)c1Cl
  3.5% | 1.6% | / | -9.4% | -25.5% | ?
Cc1ccc(N(CC(=O)Nc2cc(C)cc(C)c2)S(=O)(=O)c2cccc3nonc23)cc1
  2.9%&-4.8% | -1.4% | 5.6%&-0.3% | ? | / | -5.2%
CCn1cc(C(=O)NP(=O)(Nc2ccc(C)cc2)Nc2ccc(C)cc2)c2ccccc21
  -9.5% | -12.1% | -0.3% | -6.1% | 5.4% | 7.1%
CC1CCC(C(=O)NC(C(=O)NCc2ccccn2)C(C)C)CC1 (stereo not given)
  -15.5% | 9.4% | 1.0% | 21.3% | ? | /
CCn1c(SCC(=O)c2ccccc2)nnc1-c1cnccn1
  -25.0% | -2.4% | -11.6% | -17.8% | 6.9% | 60.7%[activator]
Cc1ccnc(SC2CC(=O)N(c3ccc(F)cc3)C2=O)n1 (stereo not given)
  -9.2% | 1.3% | ? | 13.7% | -10.9% | 6.9%
O=C(CSc1ncn(-c2ccccc2)n1)Nc1nccs1
  / | 4.6% | -13.6% | 14.6% | -0.2% | /
O=C(Nc1ccc2ccccc2c1)Nc1ccc2snnc2c1
  0.6% | 9.0% | 9.8% | ? | 4.65µM* | /
COC(=O)CN1CCN(C(=O)c2ccc(F)cc2)c2ccccc2C1
  0.9% | 1.9% | -33.3% | 16.2% | ? | 3.3%
Cc1ccc2c(c1)C=CC(C)(C)S2(=O)=O
  5.8% | -0.8% | -2.3% | 13.7% | -3.4% | 17.1%
COc1nc(OC)nc(N2CCC(C(=O)NC3CCCCCC3)CC2)n1
  -6.8% | 1.8% | 2.4% | ? | 0.9% | -8.4%
CN(c1ccccc1)S(=O)(=O)c1cccc(NC(=O)c2nn(C)c(=O)c3ccccc23)c1
  -3.3% | / | 1.0% | 4.47µM* | ? | ?
COc1ccc(-c2cn[nH]c2-c2ccc(OCC(=O)NN)cc2O)cc1
  -7.6% | -5.2% | 0.5% | -2.8% | ? | ?
CCCNC(=O)c1nnsc1S(=O)(=O)c1ccc(Cl)cc1
  3.2% | 0.1% | 0.316µM* | 6.31µM* | 6.6% | 0.2%
CC(C)C(=O)Nc1cccc(NC(=O)c2cccnc2)c1
  -0.6% | -3.2% | 0.0% | 8.1% | 0.4% | 18.6%
Nc1nc2ccccc2n1CCN1CCCC1
  2.9% | -4.3% | -13.1% | -7.0% | 7.5% | 6.2%
O=C(CN1CCN(S(=O)(=O)c2ccc(F)c(Cl)c2)CC1)N1CCNC1=O
  -6.6% | / | -1.7% | 16.6% | 18.8% | -5.1%
Cc1cc(NC(=O)CCC(=O)N(Cc2cccs2)C(C)(C)C(=O)NC2CCCCC2)no1
  3.7% | -3.3% | -1.3% | -25.3% | ? | -15.8%
COc1ccc(NC(=S)N2CCC(C(=O)N3CCCCCC3)CC2)cc1
  0.5% | 5.3% | 1.1% | -1.5% | 0.6% | ?
CCOC(=O)c1cc(C#N)c(N2CCN(C(=O)c3cccc(C(F)(F)F)c3)CC2)nc1C(F)(F)F
  -4.7% | 1.5% | -2.5% | 8.91µM* | ? | 5.86µM*
O=C(O)c1ccccc1C(=O)c1ccc(-c2ccccc2)cc1
  -2.4% | 0.3% | -6.1% | 15.5% | ? | 21.5%
O=C(CSc1ccsc1[N+](=O)[O-])Nc1cc(F)ccc1F
  4.2% | 0.1% | 35.5µM* | -7.8% | 31.0%[activator] | -28.6%
O=C1c2ccncc2C(=O)N1Cc1cccc(Cl)c1
  2.0% | 1.6% | 31.1% | 3.1% | -2.0% | -17.4%
CCN(C(=O)COC(=O)c1cc([N+](=O)[O-])ccc1N1CCOCC1)C1CCCCC1
  1.3% | / | -2.4% | -17.0% | ? | ?
COc1ccc(Br)cc1/C=C/C(=O)Nc1c(C)cccc1C
  -3.9% | -1.7% | -0.8% | ? | 24.8% | ?

Compounds listed so far that contain fluorine, in the order listed:
Order of values – TbPYK inhibitor | LmPK inhibitor | Sm TGR inh | HCV inh | Pf growth 96h | Pf growth 48h
COc1ccc(-c2cc(C(=O)N3CCN(c4ccc(F)cc4)CC3)no2)cc1
  4.8% | 6.1% | 7.9% | 22.4µM* | 116.0%[activator] | 1.1%
Cc1nc(-c2cc(C#N)c(Sc3cccc(C(F)(F)F)c3)nc2C)cs1
  4.7% | -9.0% | 15.7% | ? | ? | 0.0%
CSc1ccc(-c2sc(Nc3ccccc3)n[n+]2-c2ccc(F)cc2)cc1
  -23.4% | 4.6% | -18.6% | -27.4% | 35.5%[activator] | ?
CSCCC(NC(=O)c1ccccc1Br)C(=O)N1CCCC(C(F)(F)F)C1 (stereo not given)
  -7.8% | -6.3% | -13.9% | 35.0%[activator] | 4.4% | -7.5%
O=c1oc2cc(Oc3c([N+](=O)[O-])cc(C(F)(F)F)cc3[N+](=O)[O-])ccc2c2c1CCCC2
  -3.7% | 2.9% | -33.0% | 3.16µM* | ? | 70.8%[activator]
Cc1ccnc(SC2CC(=O)N(c3ccc(F)cc3)C2=O)n1 (stereo not given)
  -9.2% | 1.3% | ? | 13.7% | -10.9% | 6.9%
COC(=O)CN1CCN(C(=O)c2ccc(F)cc2)c2ccccc2C1
  0.9% | 1.9% | -33.3% | 16.2% | ? | 3.3%
O=C(CN1CCN(S(=O)(=O)c2ccc(F)c(Cl)c2)CC1)N1CCNC1=O
  -6.6% | / | -1.7% | 16.6% | 18.8% | -5.1%
CCOC(=O)c1cc(C#N)c(N2CCN(C(=O)c3cccc(C(F)(F)F)c3)CC2)nc1C(F)(F)F
  -4.7% | 1.5% | -2.5% | 8.91µM* | ? | 5.86µM*
O=C(CSc1ccsc1[N+](=O)[O-])Nc1cc(F)ccc1F
  4.2% | 0.1% | 35.5µM* | -7.8% | 31.0%[activator] | -28.6%

Screens: PubChem, National Center for Advancing Translational Sciences (NCATS)
